Compound activity deposited in PubChem BioAssay by several laboratories.
Avidin bead fluor – compound fluoresces at 488/530 nm on avidin beads; compound fluorescence 488/530 nm, flow cytometry; active compounds read high; fluorescence (KMESF) at 10 µM; 220,000 compounds, 0.38% hits; in the data active means fluorescence above about 47; further: inactives centre near 10
ABCG2 inh – inhibitors of human ABCG2 transporter, ABCB1 counter-screen. Q9UNQ0. IgMXP3 cells, JC-1 efflux, flow cytometry. inhibition, % at 6.6 µM. 190,000 compounds, 0.1% hits. AID 1325;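 active means inhibition above 80%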;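 further: 0% = DMSO and 100% = nicardipine control wells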
Target sequence (Q9UNQ0 whole entry, looked up): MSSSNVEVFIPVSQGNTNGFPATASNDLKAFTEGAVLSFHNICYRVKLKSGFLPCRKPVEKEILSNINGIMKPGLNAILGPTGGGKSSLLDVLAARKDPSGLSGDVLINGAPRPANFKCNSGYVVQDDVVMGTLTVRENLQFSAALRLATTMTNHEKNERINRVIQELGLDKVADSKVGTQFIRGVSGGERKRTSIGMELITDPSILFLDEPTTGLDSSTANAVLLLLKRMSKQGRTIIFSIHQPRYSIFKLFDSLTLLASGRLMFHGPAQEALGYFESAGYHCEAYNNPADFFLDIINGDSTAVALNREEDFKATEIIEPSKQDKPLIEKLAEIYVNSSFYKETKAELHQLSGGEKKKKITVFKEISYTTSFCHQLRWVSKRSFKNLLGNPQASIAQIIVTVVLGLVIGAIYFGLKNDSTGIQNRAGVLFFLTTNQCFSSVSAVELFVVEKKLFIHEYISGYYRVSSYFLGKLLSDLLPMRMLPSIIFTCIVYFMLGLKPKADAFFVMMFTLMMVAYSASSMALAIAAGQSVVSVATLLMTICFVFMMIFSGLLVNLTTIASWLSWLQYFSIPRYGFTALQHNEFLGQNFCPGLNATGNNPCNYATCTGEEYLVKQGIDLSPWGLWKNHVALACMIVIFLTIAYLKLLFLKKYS
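test system = two drug-resistant human cell lines, ABCG2 and ABCB1 | amount = 3 million cells/mL final, two lines in 1:1 ratio | reagent = JC-1 transporter substrate | doses = one concentration, 6.6 µM final | incubation = 10 min at 25 °C | signal = flow cytometric JC-1 green MFI at 530 nm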
HRas wt GTP – human HRas wildtype GTP binding, change in either direction | GST-Ras wt beads, Bodipy-FL-GTP binding, flow cytometry; actives lie on both sides | GTP binding activity, % at 10 µM | 190,000 compounds, 0.14% hits | AID 759;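 active means GTP binding activity at least 20% away from the 100% baseline, either lowered as inhibitor or raised as activator; inconclusive means flagged as likely green fluorescent, judged across all proteins in the well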;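 further: 0% = unlabeled GTP competition control and 100% = no-compound control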
Cdc42 wt – modulators (inhibitors or activators) of GTP binding to human Cdc42 wildtype; P60953; GST-Cdc42 beads, Bodipy-GTP binding, flow cytometry; actives lie on both sides; percent activity (GTP binding), % at 10 µM; 190,000 compounds, 0.2% hits; AID 761;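 active means percent activity GTP binding at least 20 points away from the 100% baseline, either down as inhibitor or up as activator; inconclusive means compound flagged as likely green fluorescent from well-wide comparison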;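 further: median bead fluorescence of bound Bodipy-FL-GTP at 100 nM; 0% = excess unlabeled GTP control and 100% = no compound control; below 100% means less GTP binding so inhibitor and above means activator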
Target sequence (P60953 whole entry, looked up): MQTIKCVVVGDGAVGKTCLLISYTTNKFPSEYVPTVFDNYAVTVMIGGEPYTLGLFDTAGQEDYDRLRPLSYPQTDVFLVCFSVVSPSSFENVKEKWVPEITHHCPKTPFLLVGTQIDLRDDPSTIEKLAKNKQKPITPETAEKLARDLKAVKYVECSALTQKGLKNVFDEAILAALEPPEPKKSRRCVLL
Rac1 wt GTP bind – alters GTP binding to wildtype human Rac1. P63000. GST-Rac1 beads, fluorescent GTP binding, flow cytometry; actives lie on both sides; 0 = cold GTP competed, 100 = untreated. GTP binding activity (% of control), % at 10 µM. 190,000 compounds, 0.27% hits. AID 757;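 active means GTP binding activity at least 20 points away from the 100% control level, either lower or higher; inconclusive means compound flagged as likely green fluorescent, judged across all proteins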
Pf gametocyte – inhibitors of late stage P. falciparum gametocyte viability. P. falciparum stage V gametocytes, ATP luminescence, 24 h. inhibition, % at 10.9 µM. 150,000 compounds, 0.065% hits;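 active means inhibition above the mean plus 3 SD of compounds within the control limits, set per campaign, cut at about 38% in these data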;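 further: 0% = DMSO wells and 100% = medium only without gametocytes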
Rab7 wt modul – modulators of GTP binding to dog Rab7 wildtype GTPase. GST-Rab7 beads, fluorescent GTP binding, flow cytometry; actives lie on both sides; untreated = 100%, excess cold GTP = 0%. GTP binding activity (percent of control), % at 10 µM. 190,000 compounds, 0.055% hits;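 active means fluorescent GTP binding to Rab7 beads changed by at least 20 points from the 100% baseline, either direction, mostly lower; inconclusive means compound itself probably fluorescent, or too few beads counted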;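 further: median green fluorescence of bound Bodipy-FL-GTP per Rab7 bead population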
ABCB1 block – inhibitors of human ABCB1 transporter, ABCG2 counter-screen; P08183; 190,000 compounds, 0.067% hits; CCRF-Adr cells, JC-1 efflux, flow cytometry; inhibition, % at 6.6 µM; in the data active means inhibition above about 40%;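 further: 0% = vehicle and 100% = reference inhibitor; higher value means more JC-1 retained so stronger ABCB1 efflux block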
Mcl1 Noxa PPI – disrupts binding of human Mcl-1 to Noxa peptide | AID 1022 | inhibition, % at 21.7 µM | Q07820 | 220,000 compounds, 1.5% hits | TR-FRET Mcl-1/Noxa peptide binding, 2 h;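 active means compounds that cut the protein-peptide binding signal by more than 50% relative to plate controls in a single-dose test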;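 further: His-tagged Mcl-1 with rhodamine Noxa BH3 peptide and terbium anti-His antibody; 0% = Mcl-1 plus Noxa peptide wells and 100% = peptide-only wells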
Rac1 act GTP bind – modulators of GTP binding to human Rac1 activated mutant; P63000; GST-Rac1 activated beads, fluorescent GTP binding, flow cytometry; actives lie on both sides; 100% means binding = to untreated wells; percent activity (GTP binding), % at 10 µM; 190,000 compounds, 0.11% hits;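 active means GTP binding at least 20 percentage points away from the 100% baseline, in either direction, so actives lie on both sides; inconclusive means Compound likely fluorescent itself, or too few beads counted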
Rab2 wt GTP – changes GTP binding to wildtype dog Rab2A, up or down | P61105 | GST-Rab2 wt beads, Bodipy-GTP binding, flow cytometry | GTP binding activity, % at 10 µM | 190,000 compounds, 0.19% hits | AID 760;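 active means GTP binding activity at least 20 points away from 100%, either lowered or raised; inconclusive means signal likely due to the compound's own green fluorescence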;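 further: 0% = beads with excess unlabeled GTP and 100% = no-compound control corrected for plate trend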
* hit, by the source's call; ? = inconclusive; . = no result given. No enrichment for hits. Share with any hit: about 2.3%.

Screens in order – Avidin bead fluor	ABCG2 inh	HRas wt GTP	Cdc42 wt	Rac1 wt GTP bind	Pf gametocyte	Rab7 wt modul	ABCB1 block	Mcl1 Noxa PPI	Rac1 act GTP bind	Rab2 wt GTP
COCC(=O)OCC(=O)Nc1cc([N+](=O)[O-])ccc1Cl
 : 8	2	96	93	99	.	101	0.2	17	96	98
Cc1nnc(NC2=NCCC2)s1
 : 10	1	103	103	98	4	98	0.5	7	98	101
COc1cc(CN2CCCC(C(=O)c3ccc4c5c(cccc35)CC4)C2)cc(OC)c1O (stereo not given)
 : 8	5	102	96	100	10	105	3.4	10	96	99
Cn1c2ccccc2c2cc(C(=O)NNS(=O)(=O)c3ccc(F)cc3)sc21
 : 7	3	96	98	97	0	96	0.0	9	96	96
CCC(C)[C@H](N)c1cn([C@@H](Cc2ccc(O)cc2)C(=O)N2CCNCC2)nn1 (stereo not given in full)
 : 5	1	100	99	98	.	104	0.7	1	98	100
O=C(CCNC(=O)Cn1ccc2ccccc2c1=O)NCc1ccccn1
 : 12	-3	97	94	96	27	99	0.5	-5	98	97
O=C1C=C(Nc2cccc(O)c2)CC(c2ccco2)C1 (stereo not given)
 : 7	18	100	101	107	6	105	2.3	5	102	100
O=C(CSc1nnc(Cc2ccccc2)o1)Nc1ccccc1
 : 4	0	97	94	98	-6	102	-0.1	-7	95	95
CCCc1cc(C(=O)Nc2sc3c(c2C(=O)OCC)CCCC3)no1
 : 6	5	104	105	105	.	99	0.6	5	100	104
COc1ccc(C(=O)NNc2cc(C)nc(NNC(=O)c3ccc(OC)cc3)n2)cc1
 : 6	1	93	87	91	.	102	-0.5	2	90	93
O=C(CCc1nnc(CCCc2ccccc2)o1)NCCCC1CCCC1
 : 7	1	95	95	98	16	94	0.3	14	91	93
N/C(=N\OC(=O)CCCc1ccccc1)c1cccnc1
 : 9	5	104	105	105	18	100	0.0	1	103	103
Cc1noc(C)c1S(=O)(=O)N(CC(=O)N1CCn2c1nc1ccccc12)c1ccc(C(C)C)cc1
 : 11	1	101	99	105	.	101	1.2	8	98	101
O=C(NN=C1CCN(Cc2ccccc2)CC1)c1cccc(S(=O)(=O)Nc2ccccc2Cl)c1
 : 16	-1	101	101	104	15	101	0.6	30	99	98
Cc1ccccc1-c1nc(CN2CCC(C(=O)NCCC3=CCCCC3)CC2)c(C)o1
 : 6	1	96	97	97	8	81	1.5	-12	94	94
COc1ccc(NC(=O)CN2C(=O)N(C)Cc3ccccc32)c(C)c1
 : 10	2	96	95	96	.	93	0.4	11	97	96
CCOC(=O)c1cc2c(C)n(-c3ccc(C)cc3)c(C)c2ccc1=O
 : 14	-5	103	102	102	17	100	-4.1	12	100	103
OC(CN1CCN(c2ccccn2)CC1)Cn1c2ccccc2c2ccccc21 (stereo not given)
 : 14	5	96	97	96	.	96	1.7	3	95	94
CCCC1CCC(=C(C#N)C(N)=O)CC1 (stereo not given)
 : 10	10	102	104	108	24	104	0.3	6	99	101
Cc1ccc(NCc2cccnc2)c(Br)c1
 : 2	5	101	103	103	1	100	0.4	23	102	100
O=C(Cn1c(CO)nc2ccccc21)NCCc1ccc(F)cc1
 : 10	6	98	97	94	13	102	0.0	2	95	97
C=CCNC(=O)c1sc(-c2ccccc2)nc1C
 : 7	1	94	93	93	13	103	0.2	15	97	96
O=c1c2ccccc2cnn1-c1nc2ccccc2[nH]1
 : 10	3	99	97	99	47*	107	-1.8	-7	95	100
Cc1cc(NC(=O)C2CCCN2C(=O)Nc2c(C)cccc2C)ccc1-n1cnnn1 (stereo not given)
 : 6	1	102	102	101	.	101	0.5	-1	97	99
Cc1cc(NC(=O)CSCc2ccccc2C)no1
 : 9	1	100	99	101	-28	107	0.1	4	94	103
Cc1c(NC(=O)c2ccccc2NS(=O)(=O)c2ccc(Br)cc2)c(=O)n(-c2ccccc2)n1C
 : 10	0	97	95	100	.	98	0.4	7	94	95
O=C(c1ccc(C#CC2(O)CCCCC2)cc1)N1CCN(Cc2ccccc2)CC1
 : 13	9	100	100	107	8	98	1.8	-4	101	99
CC(=O)c1ccc(N2CCN(C(=O)Nc3ccc(C(C)C)cc3)CC2)cc1
 : 13	14	98	97	102	-11	106	0.9	15	95	101
O=C(CSc1nc2ccccc2s1)NCc1ccc2c(c1)OCO2
 : 14	-4	93	98	94	-6	92	-0.5	5	94	90
Cc1ccsc1C=Nc1ccc(O)cc1
 : 10	-7	98	97	100	.	99	-6.3	47	98	99
CC(=O)c1cc2c(cc1NC(=O)C1CCC1)OCO2
 : 7	4	96	93	96	-22	98	0.6	-1	94	95
COc1ccc(NC(=S)NC(=O)c2ccc(Br)o2)cc1
 : 9	16	97	97	99	13	101	0.7	9	96	96
CCOc1ccccc1C1C(C#N)=C(N)Oc2n[nH]c(CC)c21 (stereo not given)
 : 7	3	?	?	?	-23	?	0.8	20	?	?
Cc1ccnc(NC(=O)COc2ccccc2[N+](=O)[O-])c1
 : 7	3	93	93	90	-10	94	0.3	21	94	94
CCC(=O)c1ccc(O)c(CC=C(C)C)c1
 : 9	3	100	99	100	-20	98	0.5	2	97	99
CCn1cc(C(C)NC(=O)Nc2ccc3c(c2)OCO3)c(C)n1 (stereo not given)
 : 11	7	99	101	99	-6	101	0.6	9	96	99
CN1CCN(C(=O)c2ccc3c(c2)N(Cc2ccc(Cl)cc2)C(=O)c2ccccc2S3=O)CC1 (stereo not given)
 : 6	0	98	98	99	.	98	3.2	4	97	101
CCOC(=O)C1(CCOC)CCN(Cc2nc(-c3cccs3)oc2C)CC1
 : 3	8	96	98	98	-9	97	1.4	8	95	100
COc1ccccc1-c1nc2ccccc2nc1-c1ccccc1OC
 : 15	5	98	93	97	8	97	1.2	17	98	99
CC1CCC(NC(=O)c2ccc(CS(=O)(=O)Cc3ccccc3F)o2)CC1 (stereo not given)
 : 7	23	101	102	100	.	103	1.8	-3	98	100
CC(Sc1nnc2ccccn12)C(=O)NCc1ccc2c(c1)OCO2 (stereo not given)
 : 21	1	98	94	95	2	102	0.2	8	95	97
O=C(CCN1C(=O)c2ccncc2C1=O)NCc1ccc(Cl)cc1
 : 8	5	104	106	104	.	103	1.2	6	99	104
Cc1ccc(C(=O)NC(=S)Nc2ccc(N3CCOCC3)cc2)c(C)c1
 : 20	0	97	93	97	.	103	-0.3	2	93	96
Cc1cccc(Oc2cc(NC(=O)Cn3cnc([N+](=O)[O-])n3)cc([N+](=O)[O-])c2)c1
 : 14	4	101	101	107	12	101	2.3	-2	101	99
O=S(=O)(Cc1ccccc1)NCC1CCCN(Cc2cccc3nonc23)C1 (stereo not given)
 : 6	0	96	98	96	-17	95	0.4	12	96	96
CCn1cc(C(=O)Nc2cccc(NC(C)=O)c2)c2cc(OC)c(OC)cc2c1=O
 : 11	2	99	101	99	.	98	0.8	-3	98	101
O=C(O)/C=C\C(=O)Nc1ccc(OC(F)F)cc1
 : 20	0	95	94	98	10	99	0.0	-6	97	96
OCCC1CN(Cc2cccc(O)c2)CCN1CCc1ccccc1 (stereo not given)
 : 11	1	98	98	100	-9	101	0.0	11	96	99
C/C=C/c1ccc(Oc2nnnn2-c2ccc(C(N)=O)cc2)c(OC)c1
 : 8	6	97	98	96	-5	97	0.9	-2	94	95
O=C(CSc1nc(-c2ccccc2)cs1)NC(=O)NCc1ccco1
 : 27	-1	99	98	105	.	97	-1.2	5	97	97
CC(=O)C1=C(O)C(=O)N(CCC(=O)O)C1c1ccc(Cl)cc1Cl (stereo not given)
 : 13	1	104	106	111	-3	99	0.4	21	103	100
Cc1nc2sc(C(c3cccs3)N3CC(C)CC(C)C3)c(O)n2n1 (stereo not given)
 : 22	6	102	104	106	.	99	1.3	1	100	103
CCCS(=O)(=O)N1CCN(C(=O)c2ccco2)CC1
 : 12	1	101	102	102	-8	103	0.1	-23	97	100
CC(=O)NS(=O)(=O)c1ccc(NC(=S)NC(=O)C(C)(C)C)cc1
 : 11	2	101	102	99	.	98	0.5	8	99	101
CSc1cccc(NC(=S)N2CCCN(Cc3cccc(Cl)c3)C2)c1
 : 14	1	99	100	101	-20	98	-0.2	19	97	100
CCOC(=O)CSc1nnc(CSc2nc3sc4c(c3c(=O)[nH]2)CCCC4)n1-c1ccccc1
 : 3	0	95	93	95	-10	96	-0.2	12	92	96
